TrxR1 inh = inhibitors of rat thioredoxin reductase 1. O89049. recombinant rTrxR1, NADPH fluorescence consumption, selenite substrate. Potency, µM (series often up to 114 µM), for inactives: at the top dose activity change, negative = inhibition, usual class: inhibitors. hit rate 1% among 390,000; note: potency is the fitted concentration of half-maximal effect; % is set by controls: 0 for no effect and ±100 for the full control effect; nearly all actives have a fitted effect of over 65% in size
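Rat TrxR1 (90 nM in the dispensed reagent) was pre-reduced with 400 uM NADPH for 5 min at room temperature, then incubated with compound for 15 min. After 400 uM selenite was added, NADPH fluorescence (Ex 340/Em 450 nm) was followed for 8 min.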
TrxR1 substrate = rat thioredoxin reductase 1 substrate activity | O89049 | purified TrxR1 substrate turnover, NADPH consumption readout | Potency, µM (series often up to 114 µM), for the others: at the top dose activity change, negative = substrate turnover | hit rate 0.01% among 390,000 | AID 588456; note: potency is the fitted concentration of half-maximal effect; % is set by controls: 0 for no effect and ±100 for the full control effect; nearly all actives have a fitted effect of over 50% in size
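Rat TrxR1, dispensed at 90 nM, was prereduced with 400 uM NADPH (final) for 5 min at ~22 deg C, then incubated with compound 15 min before 400 uM selenite. A first-read NADPH fluorescence drop versus no-compound background flagged substrates.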
GLS inhibitor = inhibitors of human glutaminase (GLS); O94925; GLS enzymatic activity, qHTS titration; Potency, µM (top dose mostly 45.5 µM), inactives show at the top dose activity change, negative = inhibition, hits mostly inhibitors; hit rate 0.21% among 410,000; note: potency is the fitted concentration of half-maximal effect; % is set by controls: 0 for no effect and ±100 for the full control effect
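Glutamate formation by hKGA was monitored fluorometrically using coupled glutamate oxidase, HRP and Amplex Red. Substrate was added as 1 mM L-glutamine solution; incubation was 30 min at RT after an initial read.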
USP1 inh = blocks the human USP1/UAF1 deubiquitinase complex | Potency, µM (series often up to 57.1 µM), for the others: at the highest dose activity change, negative = inhibition, actives largely listed as inhibitors | O94782 | AID 743255 | recombinant USP1/UAF1, Ub-Rhodamine cleavage fluorescence | hit rate 0.23% among 390,000; note: potency is the fitted concentration of half-maximal effect; % is set by controls: 0 for no effect and ±100 for the full control effect; nearly all actives have a fitted effect of over 60% in size; inactives centre near -12
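1 nM enzyme complex + cpd, 15 min RT; start with Ub-Rho 150nM final; kinetic fluorescence ex 480/em 540, 6 reads q60 s. Buffer 50mM HEPES pH 7.8, 0.5mM EDTA, 0.1 mg/ml BSA, 1mM TCEP, 0.01% Tween-20.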
PI4K2A block = blocks human PI4K2A kinase activity; AID 1346378; hit rate 0.13% among 420,000; activity change, negative = inhibition, % at 76.9 µM; Q9BTU6; purified PI4K2A, ADP-Glo luminescence, 1 h; stronger effect = lower value; in the data active = activity change below about -50%; inconclusive = mostly about -30% to -49%;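 note: -100% = wells without enzyme as full effect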
Target sequence (Q9BTU6 whole entry, looked up): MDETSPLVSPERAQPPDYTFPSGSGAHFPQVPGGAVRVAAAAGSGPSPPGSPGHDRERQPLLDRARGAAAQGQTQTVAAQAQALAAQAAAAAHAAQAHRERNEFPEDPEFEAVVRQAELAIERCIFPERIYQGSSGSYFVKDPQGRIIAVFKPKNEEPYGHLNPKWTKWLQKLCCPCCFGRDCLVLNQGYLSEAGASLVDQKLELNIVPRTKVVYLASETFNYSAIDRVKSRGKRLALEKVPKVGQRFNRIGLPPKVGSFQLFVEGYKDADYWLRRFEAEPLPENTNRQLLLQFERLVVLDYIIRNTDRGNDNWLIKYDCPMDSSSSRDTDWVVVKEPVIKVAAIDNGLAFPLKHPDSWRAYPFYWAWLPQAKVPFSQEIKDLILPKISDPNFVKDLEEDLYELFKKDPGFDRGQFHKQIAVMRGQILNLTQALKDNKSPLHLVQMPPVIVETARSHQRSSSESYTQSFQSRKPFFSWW
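Compounds are screened against recombinant PI4K2A using PI as substrate and ATP, the latter dispensed at 300 microM. Reactions run one hour at ambient temperature before ADP-Glo detection; full inhibition defined by wells lacking enzyme.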
IDH1 R132H inh = blocks human mutant IDH1 R132H enzyme. AID 602179. O75874. hit rate 0.093% among 390,000. Potency, µM (top dose mostly 76.6 µM), for inactives: top-dose activity change, negative = inhibition, most hits filed as inhibitors. IDH1-R132H enzyme, NADPH consumption, diaphorase/resazurin fluorescence; note: potency is the fitted concentration of half-maximal effect; % is set by controls: 0 for no effect and ±100 for the full control effect; nearly all actives have a fitted effect of over 65% in size
Target sequence (O75874 whole entry R132H, stated change not applied): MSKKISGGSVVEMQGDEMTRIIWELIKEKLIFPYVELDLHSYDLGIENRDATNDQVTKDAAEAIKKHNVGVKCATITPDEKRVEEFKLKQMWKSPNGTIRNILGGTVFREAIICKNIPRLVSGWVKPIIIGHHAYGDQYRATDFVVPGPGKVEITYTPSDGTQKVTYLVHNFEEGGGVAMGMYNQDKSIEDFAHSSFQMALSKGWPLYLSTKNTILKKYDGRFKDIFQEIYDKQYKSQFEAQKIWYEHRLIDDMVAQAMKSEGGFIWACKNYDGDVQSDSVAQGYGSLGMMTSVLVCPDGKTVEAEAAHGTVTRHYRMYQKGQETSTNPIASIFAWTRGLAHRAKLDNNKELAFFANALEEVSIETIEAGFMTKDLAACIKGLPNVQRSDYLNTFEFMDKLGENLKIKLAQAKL
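IDH1-R132H (0.5 ug/mL dispensed) in pH 7.5 Tris buffer was preincubated 30 min with compound, then given a substrate mix of 0.016 mM NADPH and 2 mM alpha-KG for 80 min at room temperature; remaining NADPH was read by diaphorase/resazurin fluorescence.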
HP1b chromo inh = blocks HP1-beta chromodomain binding to methylated histone tails | P83916 | AlphaScreen HP1-beta / biotin-H3K9me3 peptide binding | Potency, µM (doses to about 114 µM), for the others: at the top dose activity change, negative = inhibition, actives largely listed as inhibitors | hit rate 0.56% among 390,000; note: potency is the fitted concentration of half-maximal effect; nearly all actives have a fitted effect of over 70% in size; inactives centre near 23
Target sequence (P83916 whole entry, looked up): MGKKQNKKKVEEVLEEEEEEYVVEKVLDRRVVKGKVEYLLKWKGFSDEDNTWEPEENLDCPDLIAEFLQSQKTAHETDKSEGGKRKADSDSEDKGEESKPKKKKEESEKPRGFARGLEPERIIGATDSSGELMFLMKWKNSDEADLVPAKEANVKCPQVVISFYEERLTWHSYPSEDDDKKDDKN
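Compound inhibition of the preformed complex between 50 nM HP1-beta and 50 nM biotinylated H3K9me3 peptide was read by AlphaScreen. Buffer was PBS pH 7.4 with 0.01% Tween-20. Incubations ran 30 min at room temperature, with 10 ug/mL donor/acceptor beads.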
Tb PGK inh = inhibitors of T. brucei phosphoglycerate kinase; P07378; PGK/GAPDH coupled, Kinase-Glo luminescence, 60 min; Potency, µM (highest dose often 57.5 µM), inactives show at the top dose activity change, negative = inhibition, hits mostly inhibitors; hit rate 0.043% among 380,000; note: potency is the fitted concentration of half-maximal effect; % is set by controls: 0 for no effect and ±100 for the full control effect; nearly all actives have a fitted effect of over 60% in size
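Recombinant glycosomal PGK reaction used 1,3-bisphosphoglycerate generated in-well by GAPDH (100nM final) in 100mM TEA pH 7.6, 5mM MgCl2, 0.01% Tween-20. After 60 minutes at room temperature, ATP was read by Kinase-Glo Plus luminescence end-point.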
Pin1 inh = inhibitors of human Pin1; Q13526; Pin1 FP peptide displacement, HiFluor488, 10 min; Potency, µM (titrated, usually from 115 µM), for inactives: at the highest dose activity, negative = inhibition, usual class: inhibitors; hit rate 0.009% among 390,000; AID 504891; active = well fitted inhibition curve with a large enough effect in the polarisation, with a control signal flat, not every such curve was filed as active; inconclusive = small, poorly fitted or top-dose-only effect, or effect the other way, or a change in a side signal; inactive = no such curve, though single readings can be large or run the other way; the % refers to the polarisation; note: potency is the fitted concentration of half-maximal effect; % is set by controls: 0 for no effect and ±100 for the full control effect
An asterisk follows results filed as active; i = inactive; ? = inconclusive; · = no result given; [ ] = another dose, or the depositor's remark. Unless noted, calls come from the whole dose curve; as a rule, active = well fitted curve in the direction sought with a large enough effect; inconclusive = small, poorly fitted or top-dose-only effect, or another doubt; inactive = no such curve, though single readings can be large; an effect the other way counts as inactive or inconclusive.

smiles,TrxR1 inh,TrxR1 substrate,GLS inhibitor,USP1 inh,PI4K2A block,IDH1 R132H inh,HP1b chromo inh,Tb PGK inh,Pin1 inh
O=C(Nc1ccc2nc(SCC(=O)N3CCc4ccccc43)sc2c1)c1ccccc1F,0%,5%,-9%,-14%,-2,-6%,104%[activator],-2%,19%
Cc1ccc(/C=C/C(=O)N2CCN(S(=O)(=O)c3c(C)c(C)cc(C)c3C)CC2)o1,-76%[57.1 µM],-4%[11.4 µM],-12%,-26%,-5,4%,?,-8%,47%[activator]
C/C(Cn1nc([N+](=O)[O-])cc1C)=N\NC(=O)COc1ccccc1[N+](=O)[O-],6%,-8%,2%,-5%,-3,-2%,22%,-4%,-2%
CC(NC(=O)COC(=O)c1ccccc1SCC(=O)N1CCCC1)c1ccccc1 (configuration not stated),5%,-9%,-3%,-21%,3,-5%,·,-2%,2%
COc1ccc(NC(=O)CN2C(=O)NC(C)(c3ccc(C)cc3)C2=O)c([N+](=O)[O-])c1 (configuration not stated),2%[57.1 µM],-3%[57.1 µM],-4%,-6%,-5,0%,-10%,-7%,-1%
O=S(=O)(/N=C(/NS(=O)(=O)c1ccccc1)c1ccccc1)c1ccccc1,10%,9%[57.1 µM],-13%,-23%,8,2%,38%[activator],6%,-8%
COc1ccc(C(CNC(=O)COc2ccc(Cl)cc2C)N2CCCCC2)cc1 (configuration not stated),10%,-2%,-6%,-31%,1,-5%,55%[activator],6%,0%
Cc1cccc(OCCOc2ccccc2C=C(C#N)C#N)c1,2.8µM*,1%,20%,?,54,-5%,38%,3%,16%
Cc1ccc(NC=C(S(=O)(=O)c2ccccc2)S(=O)(=O)c2ccccc2)cc1,?,-10%,-4%,-23%,-10,0%,30%,i,4%
CC1(C)N=C(N)N=C(N)N1c1ccc(F)cc1F,13%[57.1 µM],7%[57.1 µM],1%,-12%,2,1%,35%,-1%,0%
O=C(c1cnc2c(c1)COc1ccccc1-2)c1ccccc1O,18%,3%,4%,-24%,3,12%,-5%,-3%,0%
COc1ccccc1NC(=O)c1sc2nc(Cc3ccccc3)cc(C(F)(F)F)c2c1N,11%[57.1 µM],3%[57.1 µM],0%,?,14,-7%,43%[activator],-11%,?
Fc1ccc2[nH]c3c(N4CCN(c5ccccc5)CC4)ncnc3c2c1,6%[57.1 µM],-25%[57.1 µM],3%,-23%,-6,9%,-10%,0%,1%
Cc1ccccc1-n1ncc2c(SCC(=O)N3c4ccccc4CC3C)ncnc21 (configuration not stated),19%,-6%,23%,-6%,3,10%,22%,-4%,26%
O=C(CS(=O)(=O)Cc1ccccc1)Nc1ccc(Cl)cn1,11%,-1%,-1%,-9%,-5,12%,32%[activator],-1%,1%
O=C(c1ccc(Cl)c(S(=O)(=O)N2CCCC2)c1)N1CCN(c2ccccc2)CC1,21%[57.1 µM],3%,?,-12%,0,-1%,?,i,8%
O=C(O)c1cc(NC(=O)c2ccc3c(c2)C(=O)N(Cc2cccnc2)C3=O)cc(C(=O)O)c1,-9%,-13%,10%,-17%,0,4%,5%,-7%,-5%
Cc1cc2c(cc3c(SCc4nc(-c5ccccc5)oc4C)nnc(C)n32)o1,7%,2%,-12%,-23%,-1,·,36%,·,9%
Cc1nn(CC(=O)NC2CCS(=O)(=O)C2)c(C)c1S(=O)(=O)N(C)C (configuration not stated),15%,4%,-9%,-14%,1,0%,29%,-4%,-11%
CN(C)S(=O)(=O)c1ccc(/C(O)=C2/C(=O)C(=O)N(Cc3cccnc3)C2c2cccs2)cc1 (configuration not stated),-42%,-10%[57.1 µM],-6%,-7%,-3,-1%,36%,i,-3%
CCc1c(C)nc2ncnn2c1N1CCC(C(=O)N2CCN(c3ccc(F)cc3)CC2)CC1,-22%,6%,12%,-15%,5,11%,24%,-8%,0%
C#CCOCCOCCOCCNc1nc(N2CCN(C(=O)[C@H](Cc3cc4ccccc4[nH]3)n3cc([C@@H](N)CC(C)C)nn3)CC2)nc(N2CCN(C(=O)[C@H](Cc3cc4ccccc4[nH]3)n3cc([C@@H](N)CC(C)C)nn3)CC2)n1,-12%,4%,1%,-16%,-5,0%,?,-5%,6%
O=C1NC(=O)C(c2ccccc2)(C2CCCC2)N1 (configuration not stated),7%,4%,4%,?,0,8%,22%,8%,8%
COc1ccc(S(=O)(=O)Nc2cccc3c2O[C@H](CN(C)C(=O)NC2CCCCC2)[C@@H](C)CN([C@H](C)CO)C3=O)cc1,4%,-6%,-5%,-21%,-4,-15%,33%,-6%,-3%
O=C(NCc1ccccc1)/C(=C\c1cccc([N+](=O)[O-])c1)NC(=O)c1ccco1,·,·,2%,-23%,6,7%,·,-9%,·
COc1cccc(C(=O)Nc2c3c(nn2-c2ccc(Cl)cc2)CS(=O)(=O)C3)c1,12%[57.1 µM],1%[57.1 µM],-4%,-22%,-1,-3%,19%,-2%,0%
O=C1OCC(c2ccccc2)=C1c1ccccc1[N+](=O)[O-],7%,5%,-5%,-15%,8,3%,19%,-13%,-9%
COc1cc(C2CC(=O)Oc3cc(C)c(Br)c(C)c32)cc(OC)c1OC (configuration not stated),15%,-4%,-12%,-25%,6,7%,25%,i,9%
COc1ccc(C)cc1-n1nnnc1SCc1nc2ccccc2c(=O)[nH]1,11%[57.1 µM],5%[57.1 µM],8%,-27%,2,0%,22%,3%,?
O=C(c1cncs1)N1CCCC(CNS(=O)(=O)c2cccs2)C1 (configuration not stated),18%[11.4 µM],5%[11.4 µM],-11%,-19%,7,-10%,47%[activator],-8%,0%
Cc1ccc(Cc2cnc(N3C(=N)SC(C)C3=O)s2)cc1 (configuration not stated),8%[57.1 µM],-8%,4%,?,-5,21%,-8%,-8%,-4%
Cc1ccc(NC(=O)c2sc(N)nc2C)cc1,27%,6%,11%,-18%,-1,1%,38%,-8%,-8%
CC(C)(C)NS(=O)(=O)c1ccc(CCC(=O)N2CCCC2)cc1,20%,4%,3%,-3%,1,0%,30%,5%,-6%
CCC1Oc2ccc(C)cc2N(CC(=O)N(Cc2ccncc2)Cc2ccco2)C1=O (configuration not stated),-37%,-11%,11%,3%,2,2%,8%,-5%,-3%
CC(=O)N1CCN(C(=S)c2ccc(N(C)C)cc2)CC1,?,-3%,36%[activator],-20%,-2,11%,?,-8%,-4%
Cc1ccc(S(=O)(=O)ON=C2CCN(S(=O)(=O)c3ccccc3)CC2)cc1,-16%,-12%,15%,-6%,7,14%,15%,-3%,1%
Cc1ccc(-n2nc3c(N4CCC(C(=O)NC(C)c5ccccc5)CC4)nnc(C)c3c2C)cc1 (configuration not stated),15%,12%,44%[activator],-19%,-4,19%,73%[activator],i,16%
CC(=O)c1c(C)nc(C)nc1NC(=O)C(C)C,10%[57.1 µM],7%[57.1 µM],8%,-5%,-2,-1%,57%[activator],-2%,-2%
Cc1ccc(NC(=O)C2CCN(C(=O)[C@@H]3Cc4ccccc4CN3)CC2)cc1,14%[57.1 µM],5%[57.1 µM],10%,-10%,-4,-10%,45%[activator],0%,-12%
COc1ccc(C)cc1-n1nnnc1SCC(=O)N1CCC(C(=O)Nc2nccs2)CC1,5%[57.1 µM],8%[57.1 µM],-1%,-7%,0,3%,13%,-1%,-1%
CCOc1ccccc1/C=c1\sc2nc(-c3ccco3)nn2c1=O,-31%,9%[57.1 µM],-5%,-19%,97,-1%,?,-16%,7%
O=S(=O)(c1ccc(SCc2ccc(Br)cc2)nc1)N1CCOCC1,13%,2%,-14%,-23%,4,1%,73%[activator],-3%,14%
COC(=O)[C@H]1C[C@@]2(O)CN(S(=O)(=O)c3ccc(C)cc3)C[C@@]2(OC(=O)Nc2cccs2)C[C@H]1C(=O)OC,·,·,14%,-12%,-4,-2%,·,0%,·
COc1ccc(OC)c(NC(=O)CCN2CCC(C)CC2)c1,25%,10%,6%,-9%,-1,0%,15%,·,-1%
O=C(CCCCn1c(=S)[nH]c2ccsc2c1=O)NCc1ccc2c(c1)OCO2,-9%[57.1 µM],-3%,?,-12%,-3,-7%,17%,5%,42%[activator]
CC(C)CN1CCNC(=O)C1CC(=O)NCCCN1CCCc2ccccc21 (configuration not stated),7%,2%,27%,-9%,6,3%,2%,3%,-18%
O=c1cc(CN2CCN(c3ccc(F)cc3)CC2)nc2sccn12,-12%,1%,16%,-14%,0,2%,29%,-2%,?
CCn1ccnc1[C@@H]1C[C@H]2CN(c3ccccc3OC)C(=O)[C@]23CCCN13,14%,0%,-7%,-7%,-3,-10%,38%,i,-5%

One compound at a time (already shown). Values in the order: TrxR1 inh	TrxR1 substrate	GLS inhibitor	USP1 inh	PI4K2A block	IDH1 R132H inh	HP1b chromo inh	Tb PGK inh	Pin1 inh
`Cc1ccc(S(=O)(=O)ON=C2CCN(S(=O)(=O)c3ccccc3)CC2)cc1` is entered as -16%	-12%	15%	-6%	7	14%	15%	-3%	1%
`Cc1ccc(NC(=O)c2sc(N)nc2C)cc1` is entered as 27%	6%	11%	-18%	-1	1%	38%	-8%	-8%

These rows are one share of the data. The share of hits here may be higher or lower than overall.
